AMA1 RON2 block – AMA1-RON2 (P. falciparum) interaction inhibition; AlphaScreen AMA1-biotinylated RON2 peptide binding; Potency, µM (series often up to 58.2 µM), for the others: at the highest dose activity change, negative = inhibition, most hits filed as inhibitors; 360,000 tested, 0.2% active;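 further: potency means the concentration at half of the fitted maximal effect; 0% = vehicle wells and -100% = peptide control; nearly all actives have a fitted effect of over 45% in size; some results filed as inactive show a strong effect at the top dose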
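AMA1 (3D7) with his tag at 25 nM final met compounds first, then biotinylated RON2 peptide at 25 nM; detection used donor plus acceptor beads, 10 µg/mL apiece, read by AlphaScreen after 30 min at room temperature.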
AmpC inh detg – blocks E. coli AmpC beta-lactamase in detergent assay | P00811 | 370,000 tested, 0.041% active | AmpC hydrolysis of nitrocefin, absorbance 480 nm, 0.01% Triton | Potency, µM (titrated, usually from 114 µM), inactives show at the highest dose activity change, negative = inhibition, usual class: inhibitors;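 further: potency means the concentration at half of the fitted maximal effect; 0% = no-compound wells and -100% = no-enzyme wells; nearly all actives have a fitted effect of over 25% in size; some results filed as inactive show a strong effect at the top dose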
Target sequence (P00811 whole entry, looked up): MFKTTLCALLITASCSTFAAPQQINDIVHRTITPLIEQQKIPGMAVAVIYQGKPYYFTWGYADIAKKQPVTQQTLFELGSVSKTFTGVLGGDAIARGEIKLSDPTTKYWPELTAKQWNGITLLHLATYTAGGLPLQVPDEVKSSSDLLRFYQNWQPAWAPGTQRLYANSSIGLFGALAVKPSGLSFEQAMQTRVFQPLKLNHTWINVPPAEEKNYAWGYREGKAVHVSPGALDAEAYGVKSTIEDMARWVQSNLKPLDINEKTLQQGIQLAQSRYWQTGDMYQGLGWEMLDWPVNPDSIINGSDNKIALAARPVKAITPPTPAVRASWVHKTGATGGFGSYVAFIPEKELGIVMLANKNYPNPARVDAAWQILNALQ
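AmpC (5.3 nM in the dispensed reagent) in 20 mM phosphate pH 7.0 with 0.01% (detergent screen) or 0.0001% Triton X-100 was preincubated with compounds for 15 min at room temperature. Nitrocefin was then added from an 800 uM solution, and hydrolysis was followed at 480 nm.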
FBPA Giardia inh – Giardia lamblia aldolase inhibition; A8B2U2; purified Giardia FBPA; Potency, µM (doses to about 59.6 µM), for inactives: at the highest dose activity, negative = inhibition, actives largely listed as inhibitors; 290,000 tested, 0.71% active; further: potency means the concentration at half of the fitted maximal effect; on the % scale 0 is the no-effect control and ±100 the full control effect; nearly all actives have a fitted effect of over 55% in size
Target sequence (A8B2U2 whole entry, looked up): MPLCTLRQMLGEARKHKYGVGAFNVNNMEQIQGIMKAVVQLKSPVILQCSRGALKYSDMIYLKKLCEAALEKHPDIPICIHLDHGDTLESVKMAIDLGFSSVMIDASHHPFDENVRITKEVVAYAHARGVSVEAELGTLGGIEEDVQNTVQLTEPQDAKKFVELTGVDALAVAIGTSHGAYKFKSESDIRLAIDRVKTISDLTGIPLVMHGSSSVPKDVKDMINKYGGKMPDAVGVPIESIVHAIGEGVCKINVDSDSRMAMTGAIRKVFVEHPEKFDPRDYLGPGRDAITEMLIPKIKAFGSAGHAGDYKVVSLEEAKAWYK
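40 nM FBPA preincubated 10 min at RT with compound (up to 57.5 uM final), then substrate plus GAPDH/TPI/NAD/arsenate coupling and diaphorase/resazurin added. Fluorescence read after 20 min at RT, 525/598 nm.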
AmpC inh no detg – blocks E. coli AmpC beta-lactamase in detergent-free assay. AmpC nitrocefin hydrolysis, absorbance 480 nm, 0.0001% Triton. 330,000 tested, 0.52% active. Potency, µM (titrated, usually from 57.1 µM), for the others: at the highest dose activity change, negative = inhibition, actives largely listed as inhibitors;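 further: potency means the concentration at half of the fitted maximal effect; plate controls were no compound for no effect and no enzyme for full effect; nearly all actives have a fitted effect of over 20% in size; some results filed as inactive show a strong effect at the top dose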
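20 mM phosphate pH 7.0 + 0.01% (detergent screen) or 0.0001% Triton X-100; 5.3 nM AmpC reagent; cpd preinc 15 min RT; nitrocefin (800 uM stock) to start; A480 q20 s × 4 min; Activity was normalised to no-enzyme and no-compound control wells.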
HCMV antiviral – blocks human cytomegalovirus replication; 410,000 tested, 4.5% active; HFF cells, HCMV-luciferase reporter, 72 h; hits give low values; activity change, negative = inhibition, % at 57.5 µM; in the data active means activity change below about -60%; inconclusive means no clear call, values can overlap the other calls; inactive means above about -39%; further: on the % scale 0 is the no-effect control and ±100 the full control effect
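Inhibition of viral replication was scored as loss of reporter luminescence in HFFs infected with HCMV-luciferase (MOI 1 PFU/cell) for 72 h; compounds tested at 2 doses, normalized to buffer and Salinomycin controls.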
CHX counter – counter-screen for Shiga toxin inhibitors: cycloheximide protein synthesis inhibition; cell reporter, cycloheximide protein synthesis inhibition counterscreen; max response, %; 300,000 tested, 12% active; in the data active means max response mostly above about 13%, no sharp cut-off; inactive means mostly below about 14%; further: read at 38.3 µM for the half of the compounds with a filed dose; 0% is about no effect
Shiga inhibitor – inhibitors of Shiga toxin in Vero cells. 290,000 tested, 9.2% active. Vero cells, Shiga toxin protein synthesis inhibition reporter. inhibition, % at 38.7 µM. AID 2315; in the data active means inhibition mostly above about 28%, no sharp cut-off; inactive means mostly below about 43%; further: 0% is about no effect
The depositor's hits bear a star; ? = inconclusive; · = not tested or not shown; & = joins results of further samples; [ ] = remark or other dose. Unless noted, the call rests on the fitted dose curve; in most records, active means well fitted curve in the direction sought with a large enough effect; inconclusive means small, poorly fitted or top-dose-only effect, or another doubt; inactive means no such curve, though single readings can be large; an effect the other way counts as inactive or inconclusive.

SMILES | AmpC inh no detg | FBPA Giardia inh | HCMV antiviral | AMA1 RON2 block | AmpC inh detg | Shiga inhibitor | CHX counter
CN(CCCC(=O)NCc1ccco1)S(=O)(=O)c1ccccc1 | -3% | 3% | -6 | 0% | 0% | 18 | -3
CC1CC(C)CN(C(=O)Cn2cc(C=O)c3ccccc32)C1 (stereo unspecified) | 0% | 3% | -20 | -17% | 4% | -27 | -3
CCN(CC)C(=O)CSc1nnc(-c2ccccc2)n1N | -7% | 13% | -10 | 1% | -10% | -7 | 21
COc1ccc(C)cc1N(C(=O)c1ccc(F)cc1)c1nc2ccccc2s1 | -8% | -9% | 13 | -23% | -2% | 17 | 8
CCOc1cc(C(=S)N2CCCCC2)ccc1OCC(=O)NCc1ccccc1 | 41% | 2% | -33 | -14% | 1% | -7 | -2
CC(=O)Nc1ccc(NC(=O)C(C)Sc2nnc(-c3cccs3)o2)cc1 (stereo unspecified) | -14% | 2% | 1 | 20% | -4% | -10 | -2
CCc1ccc(CNC(=O)C2CC(=O)N(CCc3ccc(C)cc3)C2)cc1 (stereo unspecified) | 121%[activator] | 1% | 18 | 30% | 5% | -10 | 1
CC(C)(C)c1ccc(NC(=S)NCCc2ccccn2)cc1 | -16% | -2% | ? | 13% | -2% | 29 | 17*
CN(C)/C=C(/C(=O)c1ccc(Cl)cc1Cl)S(=O)(=O)c1ccccc1 | -50% | 15% | 19 | -15% | -7% | -13 | -1
COc1ccc(N2CCN(C(=O)c3cccs3)CC2)cc1 | 18% | -2% | 58 | -8% | 9% | 42 | 21*
CC(C)OP(=O)(OC(C)C)C(O)c1ccc(N(C)C)cc1 (stereo unspecified) | -9% | -1% | -4 | -8% | 5% | -7 | -3
CC(C)(O)/C=C/C[C@](C)(O)C1CC[C@]2(C)C1[C@H](O[C@H]1O[C@@H](CO)[C@H](O)[C@@H](O)[C@@H]1O)CC1[C@@]3(C)CC[C@H](O)C(C)(C)C3[C@@H](O)C[C@]12C (stereo partly specified) | 61%[activator] | · | 5 | 0% | · | · | ·
O=C(Nc1ccccc1)OC(CN1CCCCC1)C(F)(F)F (stereo unspecified) | -12% | -4% | -11 | 2% | -3% | -7 | -3
Cc1cccc(NC(=O)CSc2nnc(-c3cc(C)[nH]n3)n2N)c1 | 5% | · | -38 | -2% | -2% | 14 | 3
COc1ccc2c(C(=O)NCc3ccc4c(c3)OCO4)c(-c3ccc(S(C)(=O)=O)cc3)sc2c1 | -12% | · | -27 | 20% | · | · | ·
Cn1c(CCc2ccccc2)nnc1SCC(N)=O | -6% | 3% | 9 | -17% | -13% | -3 | -1
O=C(NCc1ccccc1)C1CC2CCCC(C1)C2=O (stereo unspecified) | -9% | 4% | 3 | 10% | ? | 35 | 1
O=C(CCc1nc(-c2ccccc2)c(-c2ccccc2)o1)OCc1ccc(Br)cc1 | 17% | 0% | -7 | 31%[activator] | 4% | -3 | -2
CC(=O)Nc1ccc(NC(=O)CCC(=O)OCC(=O)c2ccc(C)c([N+](=O)[O-])c2)cc1 | -25% | 6% | -11 | -22% | 2% | 9 | 6
COc1ccc(CCNC(=O)c2ccc3c(c2)N(Cc2ccc(F)cc2)CCS3)cc1OC | 5% | -3% | ? | ? | -8%&1% | -8 | -2
CCCC(CCC(=O)NC1CCCCC1)C(=O)O (stereo unspecified) | -22% | 0% | 0 | 2% | -9% | -9 | -2
CC(C)S(=O)(=O)c1csc(NC(=O)Nc2cc(Cl)ccc2Cl)c1Cl | -56% | ? | 25 | 8% | 0% | -5 | 10
Cc1ccc(C(=O)Nc2nccs2)cc1S(=O)(=O)N1CCCCC1 | -36% | 3% | -34 | 22% | ? | 26 | 2
Cc1ccc(NC(=S)N2CCSC2c2cccs2)cc1 (stereo unspecified) | -49% | -16% | ? | 78%[activator] | 6% | 132* | 29*
Cc1ccc(/C=N/NC(=O)c2cc(C3CC3)nc3ccccc23)o1 | ? | 7% | ? | 59%[activator] | -8% | -4 | -1

Brought forward from above: 5 entries, followed by the next part.
SMILES | AmpC inh no detg | FBPA Giardia inh | HCMV antiviral | AMA1 RON2 block | AmpC inh detg | Shiga inhibitor | CHX counter
CCCC(CCC(=O)NC1CCCCC1)C(=O)O (stereo unspecified) | -22% | 0% | 0 | 2% | -9% | -9 | -2
CC(C)S(=O)(=O)c1csc(NC(=O)Nc2cc(Cl)ccc2Cl)c1Cl | -56% | ? | 25 | 8% | 0% | -5 | 10
Cc1ccc(C(=O)Nc2nccs2)cc1S(=O)(=O)N1CCCCC1 | -36% | 3% | -34 | 22% | ? | 26 | 2
Cc1ccc(NC(=S)N2CCSC2c2cccs2)cc1 (stereo unspecified) | -49% | -16% | ? | 78%[activator] | 6% | 132* | 29*
Cc1ccc(/C=N/NC(=O)c2cc(C3CC3)nc3ccccc23)o1 | ? | 7% | ? | 59%[activator] | -8% | -4 | -1
COc1ccc(Oc2cc(NN3CCCCC3)c([N+](=O)[O-])cc2[N+](=O)[O-])cc1OC | 25% | 7% | -25 | ? | ? | 18 | -2
O=C(Cn1cnc2ccccc2c1=O)N/N=C/c1ccc(Br)cc1 | 0% | 5% | -20 | 5% | -1% | 21 | 1
CC(C)(C)c1ccc(/C=C/C(=O)Nc2nncs2)cc1 | -17% | 3% | 119 | -1%[11.6 µM] | 2% | 56* | 63*
CNS(=O)(=O)c1cc(NC(=O)CCCNC(=O)c2ccc(Cl)cc2)ccc1C | -9% | 13% | 13 | -3% | -17% | -5 | -7
CCNc1nc2c(c(=O)n(C)c(=O)n2C)n1Cc1ccc(Cl)cc1 | 27% | 3% | -66* | -9% | ? | -6 | 1
O=C(NCCCCc1ccccc1)C1CC(c2cccc([N+](=O)[O-])c2)=NO1 (stereo unspecified) | -7% | 0% | 0 | -15% | 1% | -7 | 2
O=C(Nc1cccc(C(F)(F)F)c1)c1n[nH]c(Cn2cncn2)n1 | -8% | -2% | 72 | 26% | -4% | -16 | -1
Cc1cc(C)nc(N(C#N)Cc2ccc(Br)cc2)n1 | -5% | 0% | -37 | 16% | -12% | -10 | 1
COc1ccc(S(=O)(=O)N2CCC(C(=O)NCc3ccco3)CC2)cc1C | 6% | 1% | -34 | -6% | 1% | -4 | -2
O=C(Nc1cc(C(F)(F)F)ccc1Cl)c1cc2nc3c(c(C(F)(F)F)n2n1)CCCC3 | -32% | 3% | ? | 21% | -6% | 6 | -2
Cc1cc(=O)[nH]c(SCC2COC3(CCCCC3)O2)n1 (stereo unspecified) | -17% | -10% | -12 | 10% | -4% | -1 | 2
CCCNS(=O)(=O)c1ccc(CCC(=O)N2CCOCC2)cc1 | -14% | 3% | 21 | -10% | 0% | 16 | -3
COc1ccc(CCNC(=O)C(C)n2nc(C)n3c(cc4occc43)c2=O)cc1OC (stereo unspecified) | 1% | · | -3 | -6% | -2% | 1 | 1
Cc1cccc(NC(=S)N/C(=N/S(=O)(=O)c2ccccc2)c2ccccc2)c1 | -28% | -18% | ? | 23%&21% | ? | 18* | 44*
CN1C(=O)/C(=C/c2ccccc2OCc2ccc(F)cc2)N(C)C1=S | -20% | 0% | 55 | -8% | 0% | -1 | 2
CC1/C(=N/O)CC(c2ccccc2)N(C)C1c1ccccc1 (stereo unspecified) | -20% | -6% | -12 | -5% | ? | -4 | -3
O=C(/C=C/c1cccnc1)c1ccc(F)c(F)c1 | -17% | -23% | 67 | 0% | -5% | 16 | -3
CCOC(=O)N1CCC(N(CCCOC)C(=O)Nc2ccc(CC)cc2)CC1 | 82%[activator] | -13% | 0 | -3% | ? | 11 | -1
N#C/C(=C(/O)COc1ccc(Cl)cc1)c1nc2ccccc2s1 | -27% | 10% | -2 | 11% | 0% | -4 | -1
Cc1ccc(CNC(=O)c2oc3ccc(S(=O)(=O)N4CCC5(CC4)OCCO5)cc3c2C)cc1 | 76%[activator] | 5% | -34 | -8% | 6% | 1 | -2
COC(=O)c1ccc(CN2CCN(C3CCCCC3)C(CCO)C2)cc1 (stereo unspecified) | -14% | 4% | -35 | -12% | 9% | -5 | -3
Cc1c(CN2CCCCC2C)c(=O)n(-c2ccccc2)n1C (stereo unspecified) | -9% | 1% | 17 | 13% | ? | 18 | 9
CCn1c(SCC(=O)N(C)CC(=O)Nc2ccc(OC)cc2)nnc1-c1ccco1 | 2% | · | -5 | 9% | -15% | · | ·
Cc1ccc(S(=O)(=O)N2CC=C(c3c(C)n(CC(=O)N4CCCC4)c4ccccc34)CC2)cc1C | · | · | -16 | · | 5% | -3 | -5
Nn1cnc2cc3ccccc3cc2c1=O | -25% | -17% | -6 | 7% | -6% | 36 | 18
O=C(Nc1ccccc1-c1nnc(SCc2ccc(Cl)cc2Cl)o1)c1ccccc1 | -21% | 0% | -20 | -3% | ? | -13 | -3
CC(NC(=O)c1cccs1)C(c1cccs1)N1CCOCC1 (stereo unspecified) | -4% | -5% | 49 | -6% | -14% | 4 | 5
CCc1nn(C)c2c(=O)c(=O)c2n(C)[nH]1 | -12% | 4% | 18 | -1% | 7% | -4 | -1
CCn1c(C)c(C(C)=O)c(N2CCN(c3ccccc3)CC2)nc1=S | 2% | ? | 54 | -3% | 2% | -5 | 8
O=C(O)CCCCCN1C(=O)CSC1=S | -15% | 7% | -81* | 2% | 2% | -21 | -5
CCCN(CCC)CCNC(=O)c1cc2c(-c3ccccc3F)nn(C)c2s1 | -4% | 9% | -24&-17 | 5% | 0%&-1% | -8 | -4
Cc1ccccc1Nc1nc(N)nc(CCl)n1 | -43% | -5% | -101* | 7% | -1% | 52* | 34*
Cc1ccc(CNC(=O)C2CCC(=O)N(C3CC3)C2)cc1 (stereo unspecified) | -1% | · | 3 | -5% | -1% | 20 | 11
Cc1c(Cl)ccc2c(C(=O)NCCCn3nccc3C)cc(-c3ccccn3)nc12 | 122%[activator] | · | -14 | -4% | -9% | -3 | -1
COc1ccccc1-c1noc(COC(=O)c2ccc(Br)o2)n1 | 16% | · | 2 | 4% | 5% | · | ·

3 entries from above, set out differently.
The line under a structure holds: AmpC inh no detg	FBPA Giardia inh	HCMV antiviral	AMA1 RON2 block	AmpC inh detg	Shiga inhibitor	CHX counter
CCCN(CCC)CCNC(=O)c1cc2c(-c3ccccc3F)nn(C)c2s1
 : -4%	9%	-24&-17	5%	0%&-1%	-8	-4
Cc1ccccc1Nc1nc(N)nc(CCl)n1
 : -43%	-5%	-101*	7%	-1%	52*	34*
Cc1ccc(CNC(=O)C2CCC(=O)N(C3CC3)C2)cc1 (stereo unspecified)
 : -1%	·	3	-5%	-1%	20	11

Screens as filed in PubChem BioAssay.

Rows are unselected; overall some 16% were active at least once.
